SW480 rerep = inducers of DNA re-replication in SW480 colon cancer cells; AID 624297; Potency, µM (titrated, usually from 46.1 µM), without a hit: at the top dose re-replication activation, actives largely listed as activators; 1.8% of 340,000 active; SW480 DNA re-replication, Hoechst DNA content imaging, 48 h; also: potency is read from the fitted curve at half-maximal effect; % of control where 0% means no effect; nearly all actives have a fitted effect of over 55% in size
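Cells (250 per well) received 23 nL compound or DMSO by pin tool and were kept 48 hr at 37 C, 5% CO2. Nuclei were then stained with Hoechst for 40 min and scanned for DNA content.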
KB-V1 cytotox = kills drug-selected multidrug resistant KB-V1 cells; AID 1347076; Potency, µM (titrated, usually from 46.1 µM), for the others: top-dose activity change, negative = cytotoxicity, actives largely listed as cytotoxic; 3.4% of 400,000 active; KB-V1 MDR cells viability, CellTiter-Glo, 72 h; also: potency is read from the fitted curve at half-maximal effect; % is scaled to controls: 0 for no effect and ±100 for the full control effect; nearly all actives have a fitted effect of over 60% in size
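KB-V1 MDR subline cells in DMEM (phenol-red free, 10% FBS) exposed to compounds in qHTS concentration series for 72 h at 37 degrees C. Viability read by CellTiter-Glo luminescence; concentration-effect curves fitted after normalization and correction.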
HT1080 IDH1KD tx = HT-1080 IDH1 knockdown cell toxicity (counter line) | 2% of 360,000 active | Potency, µM (highest dose often 46.1 µM), for the others: at the top dose activity, negative = toxicity, actives largely listed as cytotoxic | HT-1080 IDH1 knockdown viability, ATP luminescence, 48 h;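 also: potency is read from the fitted curve at half-maximal effect; 0% = DMSO wells and -100% = cell-free medium wells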
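Using the IDH1-knockdown HT-1080 line run in the same batch and compound series as the NT line, viability after 48 h at 37 °C was determined by CellTiter-Glo luminescence and expressed as % activity.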
D3 antag = antagonists of human D3 dopamine receptor; P35462; D3R cells, DiscoveRx beta-arrestin luminescence, antagonist mode; stronger effect = lower value; max response, negative = inhibition, %; 2.5% of 360,000 active; in the data active = max response below about -50%; inconclusive = no clear call, values can overlap the other calls; also: % is scaled to controls: 0 for no effect and ±100 for the full control effect; mostly tested at two doses, the higher about 12 µM
Target sequence (P35462 whole entry, looked up): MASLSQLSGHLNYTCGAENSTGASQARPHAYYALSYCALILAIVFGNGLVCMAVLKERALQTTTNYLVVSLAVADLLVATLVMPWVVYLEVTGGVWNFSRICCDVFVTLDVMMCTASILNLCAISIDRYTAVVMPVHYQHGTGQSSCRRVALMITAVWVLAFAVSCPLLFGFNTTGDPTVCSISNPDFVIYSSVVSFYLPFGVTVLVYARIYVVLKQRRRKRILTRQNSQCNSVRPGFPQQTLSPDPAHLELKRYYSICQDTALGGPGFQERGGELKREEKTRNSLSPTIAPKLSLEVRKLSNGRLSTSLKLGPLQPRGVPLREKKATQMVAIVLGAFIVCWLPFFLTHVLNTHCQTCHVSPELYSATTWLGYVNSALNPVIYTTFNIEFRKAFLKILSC
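Cells plated overnight at 1500 cells/well, then exposed to library compounds with dopamine controls for 90 minutes at 37 degrees C. DiscoveRx reagent added for 30–60 minutes at room temperature; luminescence read, quantitative HTS format.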
KB-3-1 tox = kills parental KB-3-1 adenocarcinoma cells; KB-3-1 viability, CellTiter-Glo ATP luminescence, 72 h; Potency, µM (top dose mostly 46.1 µM), for inactives: at the highest dose activity change, negative = cytotoxic, hits mostly cytotoxic; 1.4% of 400,000 active; also: potency is read from the fitted curve at half-maximal effect; % is scaled to controls: 0 for no effect and ±100 for the full control effect; nearly all actives have a fitted effect of over 60% in size
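Parental KB-3-1 adenocarcinoma cells in phenol-red-free DMEM with 10% FBS were pin-treated with compounds at several concentrations, incubated 72 h at 37 °C, and viability read by CellTiter-Glo luminescence; concentration-effect curves were fitted after normalization.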
HT1080-NT tox = kills 2HG-producing HT-1080-NT fibrosarcoma cells; HT-1080-NT fibrosarcoma viability, CellTiter-Glo ATP luminescence, 48 h; Potency, µM (top dose mostly 46.1 µM), for inactives: top-dose activity, negative = less viability, usual class: cytotoxic; 1.6% of 360,000 active; AID 686970;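 also: NT is the 2HG producing partner of a matched IDH1 knockdown line; potency is read from the fitted curve at half-maximal effect; 0% = DMSO-treated cells and -100% = media-only wells without cells; nearly all actives have a fitted effect of over 55% in size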
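Viability of the 2HG-overproducing fibrosarcoma line after 48 hours of compound exposure at 37 degrees C was determined by luminescence with CellTiter-Glo, and concentration-effect curves were then fitted and categorized.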
DRD3 agonist = activates the human D3 dopamine receptor | P35462 | D3R DiscoveRx beta-arrestin cells, luminescence, 90 min | max activation, % | 0.58% of 410,000 active | AID 652048; in the data active = max activation above about 30%; also: 0% is about no effect; mostly tested at two doses, the higher about 12 µM
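Cells at 1500/well, incubated overnight, then treated with pinned compounds (dopamine as control) for 90 min at 37 degrees C. DiscoveRx reagent added for 30 - 60 minutes at room temperature; luminescence read.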
GLP1R ag = agonists of human GLP-1 receptor. AID 624172. 0.007% of 380,000 active. Potency, µM (highest dose often 45.6 µM), for the others: top-dose activation, hits mostly activators. HEK293 GLP-1R CRE-luciferase, luminescence, 4-6 h; cells express a hypersensitive GLP-1R form. P43220; also: potency is read from the fitted curve at half-maximal effect; % of control where 0% means no effect
Target sequence (P43220 whole entry, looked up): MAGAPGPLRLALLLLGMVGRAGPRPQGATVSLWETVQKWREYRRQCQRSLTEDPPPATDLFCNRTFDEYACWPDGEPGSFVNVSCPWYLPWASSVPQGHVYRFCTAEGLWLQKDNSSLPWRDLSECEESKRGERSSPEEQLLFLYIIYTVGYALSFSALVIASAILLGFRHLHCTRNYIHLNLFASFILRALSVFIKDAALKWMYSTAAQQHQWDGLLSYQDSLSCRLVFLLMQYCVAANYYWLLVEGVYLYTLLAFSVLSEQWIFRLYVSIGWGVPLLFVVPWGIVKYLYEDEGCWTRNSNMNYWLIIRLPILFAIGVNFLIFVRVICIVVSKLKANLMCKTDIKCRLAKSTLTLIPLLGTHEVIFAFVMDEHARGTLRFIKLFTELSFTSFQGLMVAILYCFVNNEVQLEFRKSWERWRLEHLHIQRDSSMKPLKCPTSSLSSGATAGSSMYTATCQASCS
IL-1B inflam inh = inflammasome signaling inhibition, IL-1 beta readout | AID 743279 | THP-1 LPS/ATP IL-1B secretion, AlphaLISA, 16 h; stronger effect = lower value | activity change, % at 57.5 µM | 4.7% of 360,000 active; in the data active = activity change below about -50%; inconclusive = mostly about -30% to -49%; also: % is scaled to controls: 0 for no effect and ±100 for the full control effect
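Secreted IL-1B measured by AlphaLISA bead assay after 16 h compound exposure of THP-1 cells; compounds (final up to 57.5 uM) added 1 h before LPS (250 ng/mL) and ATP (1.25 mM) stimulation; lower signal means less secretion.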
Active calls of the source: *; ? = inconclusive; nt = not tested or not shown; [ ] = dose if it differs, or a comment. Unless noted, calls follow the shape of the dose curve; as a rule, active = well fitted curve in the direction sought with a large enough effect; inconclusive = small, poorly fitted or top-dose-only effect, or another doubt; inactive = no such curve, though single readings can be large; an effect the other way counts as inactive or inconclusive.

Second line of a record – KB-V1 cytotox, IL-1B inflam inh, HT1080 IDH1KD tx, SW480 rerep, D3 antag, GLP1R ag, DRD3 agonist, HT1080-NT tox, KB-3-1 tox
CC(=O)NC1C(c2nc3ccccc3s2)=C(c2ccccc2)C(=O)N1c1ccc(C)cc1 (stereo not drawn)
    -12.7%, 3.0, -9.4%, ?, -19.2, -11.6%, 5.5, -9.2%, -2.5%
O=S(=O)(c1ccccc1)n1ccc2cccnc21
    0.0%, 23.6, -3.4%, 0.2%, 16.5, 10.1%, -9.5, 5.2%, -15.1%
COc1ccc(-c2nc(-c3ccncc3)no2)cc1OC
    -1.0%, -27.0, 3.0%, -17.3%, 13.3, 5.8%, 1.7, 13.6%, -2.9%
C#Cc1cccc(-n2nnc(C(=O)OC)c2-c2ccccc2)c1
    0.9%, -7.2, -12.1%, -1.5%, 6.6, 6.7%, 7.9, -5.1%, -4.1%
Cc1cc(Nc2ccccc2)nc(N2CCOCC2)n1
    24.5%, -9.6, 8.8%, -3.0%, -12.5, 0.7%, -2.6, 1.2%, 15.6%
COc1cccc(CN(C)C(=O)c2ccc(NC(=O)CC3SC(N4CCCC4)=NC3=O)cc2)c1OC (stereo not drawn)
    -0.7%, 12.7, 7.4%, -0.8%, -0.1, -3.5%, 2.6, 0.2%, 23.4%
N=c1c2c(-c3ccccc3)c(-c3ccccc3)n(Cc3ccccc3)c2ncn1CCO
    18.4µM*, -107.4*, ?, ?, 15.5, -3.3%, -0.8, -22.3%, 0.5%
CCOC(=O)N1CCC(N2Cc3cccc(C(=O)N4CCN(C5CCCCC5)CC4)c3C2=O)CC1
    1.4%, -4.5, 1.2%, -0.6%, -6.0, -2.0%, -0.6, -4.4%, 0.9%
COc1ccc(Cl)cc1NC(=S)Nc1ccccc1F
    13.9%, -24.9, -0.4%, 0.2%, -0.9, 6.4%, -3.5, -3.3%, 6.6%
CCCSc1nc2c(c(=O)[nH]c(=O)n2C)n1CC(O)COc1ccccc1 (stereo not drawn)
    ?, 38.1, -13.0%, -15.8%, 19.0, 10.7%, 2.7, -6.1%, -3.6%
CS(=O)(=O)n1nc(-c2ccco2)nc1N
    ?, 12.2, 25.8%, -10.2%, 3.7, 2.6%, 0.6, 17.4%, -4.5%
CCOC(=O)CN1NC2(CCCCC2)NC1=S
    ?, 10.2, -9.0%, -13.1%[9.22 µM], -6.2, 3.0%, 1.8, -14.0%, 0.0%
OCCC1CN(Cc2cnc(N3CCOCC3)s2)CCN1C1CCCC1 (stereo not drawn)
    -0.4%, -12.4, 2.1%, -17.9%, 9.1, -4.6%, -0.4, 15.1%, -9.9%
c1ccc(COC2CCCN(Cc3nc(-c4cnccn4)no3)C2)nc1 (stereo not drawn)
    ?, 7.9, 1.6%, 8.0%, 21.5, -1.8%, 1.1, 6.7%, 3.0%
O=C(c1cccc(C(F)(F)F)c1)C1CCCN(C(=O)CN2CCOC2=O)C1 (stereo not drawn)
    30.3%, 0.0, 14.3%, -1.7%, 2.4, -0.4%, 7.0, 3.2%, 3.4%

New compounds follow:
Second line of a record – KB-V1 cytotox, IL-1B inflam inh, HT1080 IDH1KD tx, SW480 rerep, D3 antag, GLP1R ag, DRD3 agonist, HT1080-NT tox, KB-3-1 tox
CC(=O)Nc1cc2c(cc1C(=O)c1ccc(C)cc1)OCCO2
    1.9%, -13.8, 8.4%, 0.6%, 19.2, 2.0%, 5.8, -1.9%, 9.6%
Cc1ccc(S(=O)(=O)N(C)C)cc1NC(=O)C(C)OC(=O)c1cc[n+]([O-])cc1 (stereo not drawn)
    ?, 10.8, 11.5%, -0.2%, 12.8, -5.0%, 0.0, 10.2%, -5.5%
NC(=O)c1cccc(-c2ccnc3c2CC(C(=O)NCc2ccccc2)O3)c1 (stereo not drawn)
    0.1%, 100.2, ?, nt, -21.0, 1.3%, -22.5, ?, 3.66µM*
COc1cc(NC(=S)N2CCC(C(N)=O)CC2)c(OC)cc1Cl
    0.0%, 0.0, 7.8%, -0.2%, 6.5, -1.0%, -14.8, 14.0%, -0.1%
Cc1ccc(S(=O)(=O)C(C#N)c2nc3ccccc3nc2N2CCCC2)cc1C (stereo not drawn)
    ?, 31.9, -4.4%, 0.7%, 17.6, -0.7%, 44.8*, 12.3%, 10.0%
Cc1ccc(S(=O)(=O)Nc2ccc(NC(=O)Nc3cccc(C(F)(F)F)c3)cc2)cc1
    ?, -97.1*, ?, ?, 3.7, -18.3%, -1.3, ?, ?
CCn1c2ccccc2c2cc(NC(=O)COC(=O)c3ccccc3Br)ccc21
    -10.1%, -18.9, -1.6%, 0.6%, 12.5, 0.2%, 1.4, 11.5%, 20.4%
N#Cc1c(N)oc(-c2cccs2)c1-c1cccs1
    -10.6%, -8.2, -1.6%[9.24 µM], 0.6%, 7.0, 4.3%, -6.3, 0.3%, 11.5%
Cc1cc(C)cc(NC2=NC3(CCCCC3)N=C(N)N2)c1
    -0.9%, -13.3, 4.61µM*, ?, -29.4, -5.7%, -4.4, ?, ?
CS(=O)(=O)N1CCC(C(=O)NCc2ccccc2)CC1
    1.1%, ?, -4.6%, 0.5%, -22.8, 0.8%, -4.9, -3.8%, -6.7%
COc1ccc(S(=O)(=O)N(CCCN2CCOCC2)Cc2cccc(OC)c2OC)cc1
    3.2%, -21.7, 0.9%, -5.2%[9.22 µM], -76.0*, 9.1%, -12.0, 10.5%, 3.9%
O=C(CN1C(=O)c2ccccc2S1(=O)=O)NCCC1=CCCCC1
    0.0%, 0.0, 12.5%, -8.1%, -24.5, -7.4%, -0.3, 13.2%, 10.8%
CN(C)C(=O)CSc1cccc2cccnc12
    ?, -7.9, ?, 5.17µM*, ?, -31.6%[inhibitor], -5.3, ?, ?
O=C(NCCC(=O)N1CCN(S(=O)(=O)c2ccccc2Cl)CC1)Nc1ccccc1
    -9.6%, ?, 0.0%, -14.6%, -1.4, 6.9%, 0.2, 5.9%, 1.8%
Cc1cc(=O)[nH]c(SCC(=O)N2C(C)CCCC2C)n1 (stereo not drawn)
    -7.2%, 21.9, -2.3%, -32.2%, 11.8, -0.4%, 4.0, -6.6%, -4.0%

Entries of single compounds as entered above. Screens in order: KB-V1 cytotox | IL-1B inflam inh | HT1080 IDH1KD tx | SW480 rerep | D3 antag | GLP1R ag | DRD3 agonist | HT1080-NT tox | KB-3-1 tox
CC(=O)Nc1cc2c(cc1C(=O)c1ccc(C)cc1)OCCO2 in the list: 1.9% | -13.8 | 8.4% | 0.6% | 19.2 | 2.0% | 5.8 | -1.9% | 9.6%
Cc1cc(C)cc(NC2=NC3(CCCCC3)N=C(N)N2)c1 in the list: -0.9% | -13.3 | 4.61µM* | ? | -29.4 | -5.7% | -4.4 | ? | ?
NC(=O)c1cccc(-c2ccnc3c2CC(C(=O)NCc2ccccc2)O3)c1 (stereo not drawn) in the list: 0.1% | 100.2 | ? | nt | -21.0 | 1.3% | -22.5 | ? | 3.66µM*
N#Cc1c(N)oc(-c2cccs2)c1-c1cccs1 in the list: -10.6% | -8.2 | -1.6%[9.24 µM] | 0.6% | 7.0 | 4.3% | -6.3 | 0.3% | 11.5%
CS(=O)(=O)N1CCC(C(=O)NCc2ccccc2)CC1 in the list: 1.1% | ? | -4.6% | 0.5% | -22.8 | 0.8% | -4.9 | -3.8% | -6.7%

Other structures:
Second line of a record – KB-V1 cytotox, IL-1B inflam inh, HT1080 IDH1KD tx, SW480 rerep, D3 antag, GLP1R ag, DRD3 agonist, HT1080-NT tox, KB-3-1 tox
CCNc1nc(NCC)n2c(SCC(=O)Nc3ccccc3Cl)nnc2n1
    3.0%, -7.4, -6.4%, -13.8%, -16.4, -1.1%, -5.6, 1.2%, -1.8%
Cc1ccc(-c2nc(C3CCCN(S(=O)(=O)c4ccc(C(F)(F)F)cc4)C3)no2)cc1 (stereo not drawn)
    -5.5%, 37.1, -4.1%, ?, 11.9, -9.4%, 1.8, 2.6%, -17.3%
CC(=O)N[C@@H](Cc1ccc(OC(F)(F)F)cc1)C(=O)O
    ?, 0.0, 9.9%, -12.8%, 22.3, -5.7%, 4.0, 1.2%, 9.0%
COc1cc(-c2noc(C)c2C(=O)NCCc2ccccc2)cc(OC)c1OC
    -1.8%, 2.8, -3.1%, 1.3%, 15.3, 6.3%, 0.0, -0.3%, -16.6%
CC(C)c1cccc(C(C)C)c1NC(=O)CCN1C(=O)NC2(CCCC2)C1=O
    -40.4%, -6.8, -4.5%, -2.1%, -10.1, 14.7%, 0.9, -2.8%, -1.1%
Cc1ccc(C(=O)Nc2cccnc2)cc1S(=O)(=O)N1CCCC1
    -16.7%, -10.4, 7.2%, -6.1%, -2.8, -7.3%, 3.5, -1.9%, -0.6%
CC(C)(C)NC(=O)C(c1ccccc1)n1c(=O)c(-c2ccccc2)nc2ccccc21 (stereo not drawn)
    ?, -9.8, -17.7%, nt, -18.4, nt, -2.1, -20.3%, -14.2%
CCOC(=O)c1c(C=O)c2ccccc2n1CC
    -2.4%, 11.5, 1.7%, -36.8%[inhibitor], -7.4, 19.2%, 1.6, -2.6%, -0.1%
CCOC(=O)C1=C(C)N=C2SCCC(=O)N2C1c1cc(Br)ccc1OC (stereo not drawn)
    -2.5%, -13.0, 0.4%, ?, 4.2, 4.7%, 4.7, 6.8%, 2.9%
CCn1cc(/C=C(\NC(=O)c2ccccc2F)C(=O)N2CCN(C)CC2)c2ccccc21
    -13.7%, -28.6, 4.1%, nt, -1.4, 5.2%, 3.0, 1.8%, 6.4%

Retrieved one by one from the list above:
Second line of a record – KB-V1 cytotox, IL-1B inflam inh, HT1080 IDH1KD tx, SW480 rerep, D3 antag, GLP1R ag, DRD3 agonist, HT1080-NT tox, KB-3-1 tox
Cc1ccc(C(=O)Nc2cccnc2)cc1S(=O)(=O)N1CCCC1
    -16.7%, -10.4, 7.2%, -6.1%, -2.8, -7.3%, 3.5, -1.9%, -0.6%
CCn1cc(/C=C(\NC(=O)c2ccccc2F)C(=O)N2CCN(C)CC2)c2ccccc21
    -13.7%, -28.6, 4.1%, nt, -1.4, 5.2%, 3.0, 1.8%, 6.4%

Assay outcomes from PubChem BioAssay.
